Assay outcomes (PubChem)
Polio RdRp inh – inhibitors of poliovirus RNA polymerase binding and polymerization. P03300. poliovirus polymerase elongation, fluorescence polarization; hits give low values. % elongation, % (compound at 16.7 µg/mL). 150,000 tested, 0.66% active. AID 588519; in the data active = % elongation below about 90%; note: some results filed as inactive read as strong as hits
Target sequence (P03300 1749-2209 limits assumed): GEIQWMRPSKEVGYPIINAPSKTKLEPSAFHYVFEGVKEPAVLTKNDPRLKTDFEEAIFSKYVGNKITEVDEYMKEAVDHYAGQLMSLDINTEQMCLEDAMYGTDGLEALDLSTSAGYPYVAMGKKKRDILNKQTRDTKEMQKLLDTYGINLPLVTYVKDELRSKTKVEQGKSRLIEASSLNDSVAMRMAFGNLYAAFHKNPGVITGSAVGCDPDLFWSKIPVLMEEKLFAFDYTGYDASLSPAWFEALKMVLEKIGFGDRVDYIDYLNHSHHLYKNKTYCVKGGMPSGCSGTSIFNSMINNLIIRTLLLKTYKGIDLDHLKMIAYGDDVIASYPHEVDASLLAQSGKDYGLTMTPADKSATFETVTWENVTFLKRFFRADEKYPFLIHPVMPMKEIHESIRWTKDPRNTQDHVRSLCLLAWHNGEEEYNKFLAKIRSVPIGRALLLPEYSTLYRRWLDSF
Polio RdRp inh FP z-score – second read-out of Polio RdRp inh, no call of its own (marks repeat the call); z-score; measured here: FP z-score; hits read low
* marks the source's active call; other numbers are inactive results; & = joins results of further samples. Not all compounds are listed (hit frequency here may not be typical).

SMILES	Polio RdRp inh	Polio RdRp inh FP z-score
CC(Sc1ccc(F)cc1)C(=O)NC(N)=O (configuration not stated)	104.0	0.3
CCC(Sc1ncccn1)C(=O)Nc1cc(C)on1 (configuration not stated)	98.0	-0.9
O=C(O)c1cccnc1Sc1ccc2c(c1)OCCO2	101.0	-0.2
Nc1c(C(=O)N2CCOCC2)sc2nc3c(cc12)CCCC3	101.0	0.1
O=C(Cn1ncc2c(=O)oc3ccccc3c21)Nc1nc2ccccc2s1	101.0	-0.4
O=C(Nc1ccc2[nH]c(=O)oc2c1)c1ccccc1	102.0	0.8
CCOC(=O)C1=C[C@]2(CC)CCCN3CCc4c(n1c1ccccc41)[C@@H]32	100.0&102.0	0&0.4
c1ccc(-n2ncc3c(N4CCCCC4)ncnc32)cc1	108.0	0.5
Cc1cc(C)cc(NC(=O)CCCc2nc(-c3ccccc3Cl)no2)c1	105.0	0.2
N#CC1(NC(=O)Cn2nnc3ccccc3c2=O)CCCC1	105.0	0.3
Cc1nc(NCCN2CCOCC2)c2sc3nc4c(cc3c2n1)COC(C)(C)C4	100.0	-0.2
COCCN=c1scc(-c2ccccc2F)n1/N=C/c1ccco1	129.0	4.4
Cc1ccc(-n2ncc3c(=O)[nH]c(SCC(=O)N4CCCc5ccccc54)nc32)cc1	102.0	0.1
CCOc1ccc(S(=O)(=O)N2CCN(C(=O)[C@H](C)NC(N)=O)CC2)cc1	103.0	0
Cc1ccc2c(COC(=O)c3c(C)noc3C)cc(=O)oc2c1	98.0	-0.5

Retrieved one by one from above (two):
SMILES	Polio RdRp inh	Polio RdRp inh FP z-score
Cc1ccc2c(COC(=O)c3c(C)noc3C)cc(=O)oc2c1	98.0	-0.5
CCC(Sc1ncccn1)C(=O)Nc1cc(C)on1 (configuration not stated)	98.0	-0.9

Further records.
SMILES	Polio RdRp inh	Polio RdRp inh FP z-score
c1ccc2c(c1)COC1(CCCCC1)N2	102.0	0.1
O=C1CC(C(=O)O)N=C(Nc2nc3ccccc3s2)N1 (configuration not stated)	105.0	0.2
Cn1c(=N)n(CCCOc2ccc(Br)cc2)c2ccccc21	99.0	-0.6
CSc1ncc(C(=O)N2CCOCC2)cn1	99.0	-1.1
COC(=O)c1cc(-c2ccc(Br)cc2)on1	103.0	0.2
O=C(COCc1cc(-c2ccc3c(c2)OCO3)on1)Nc1ccc(OC(F)(F)F)cc1	100.0	-0.4
O=C(Cc1ccccc1)NCc1ccccn1	100.0	-0.5
Cc1ccc(C=C2C(=O)N(C)C(=O)N(C)C2=O)cc1	100.0	-0.7
CCC(=O)NC(CC)Cc1ccccc1 (configuration not stated)	104.0	0.1
CCOc1ccc(C2c3c(oc4ccc(F)cc4c3=O)C(=O)N2CCOC)cc1 (configuration not stated)	99.0	-0.2
COc1cccc(CNC(=O)CCS(=O)(=O)Cc2ccc(C)cc2)c1	102.0	0
CCN(CC)C(=O)c1ccccc1Sc1ccccc1C#N	100.0	-0.1
Cc1ccc(C)c(N(C)C(=O)c2cn(C)c(=O)c3ccccc23)c1	100.0	-0.6
Cn1c(C(=O)NCc2ccccc2)cc(=O)n(C)c1=O	103.0	0.7
CCc1ccc(NC(=O)Cn2ccn(-c3cccc(Cl)c3)c(=O)c2=O)cc1	104.0	-0.4

Single records, from the list above.
Profile of O=C(COCc1cc(-c2ccc3c(c2)OCO3)on1)Nc1ccc(OC(F)(F)F)cc1 → Polio RdRp inh = 100.0; Polio RdRp inh FP z-score = -0.4
Profile of O=C(Cc1ccccc1)NCc1ccccn1 → Polio RdRp inh = 100.0; Polio RdRp inh FP z-score = -0.5
Profile of CCc1ccc(NC(=O)Cn2ccn(-c3cccc(Cl)c3)c(=O)c2=O)cc1 → Polio RdRp inh = 104.0; Polio RdRp inh FP z-score = -0.4

Going on with the list:
SMILES	Polio RdRp inh	Polio RdRp inh FP z-score
Cn1c(-c2ccccc2)cnc1SCc1ccccc1	101.0	-0.3
Cc1c(/C=N/N)c2ccccn2c1C#N	101.0	0
CCc1c(C(C)O)oc2ccc3c(C)cc(=O)oc3c12 (configuration not stated)	105.0	0.7
CCN(CC)C(=O)Nc1ccc(S(=O)(=O)NC)cc1	104.0	1.5
Cc1ccc(OCCn2cc(C(=O)c3ccccc3)c3ccccc32)cc1	100.0	-0.4
CSc1ccc(NC(=O)NC2CCN(c3ncccn3)CC2)cc1	101.0	-0.4
CS(=O)(=O)NCC1CCCO1 (configuration not stated)	108.0	0.9
O=C(NCCOc1cccc(C(F)(F)F)c1)c1cccc(NC2=NC3CS(=O)(=O)CC3S2)c1 (configuration not stated)	101.0	-0.2
COc1cc2c(cc1OC)CN(C(=O)CNC(=O)C13CC4CC(CC(C4)C1)C3)CC2	97.0	-0.6
Cc1ccc(S(=O)(=O)NCC(=O)O)cc1	104.0	0.8
Cc1cc(C)c(C#N)c(S(C)(=O)=O)n1	103.0	0.3
CCS(=O)(=O)c1ccc2oc(SCC(=O)Nc3ccc(Br)cc3F)nc2c1	105.0	0.4
O=C(CCn1c(=O)c2cccn2c2cccnc21)NC1CCCC1	102.0	-0.1
Cc1ccccc1N(C)S(=O)(=O)c1nnc(NC(=O)c2ccccc2F)s1	103.0	-1.4
CCN1CCC2(CC1)N=C(c1ccccc1)C(=S)N2	104.0	0.6
Cc1cccc(C)c1NC(=O)C(c1ccccc1)N(Cc1ccco1)C(=O)Cn1nnc2ccccc21 (configuration not stated)	103.0	0.7
COc1ccc2c(c1)C(=O)N(C)C(=O)C2	92.0	-1.4
CC1CN(C(=O)C(C)N2CCN(c3ncc(C(F)(F)F)cc3Cl)CC2)CC(C)O1 (configuration not stated)	100.0	-0.6
Cc1ccc(C(C)C)c(OCC(=O)NCC2(N(C)C)CCCCC2)c1	109.0	0.4
CCOc1ccc(C(=O)Nc2ccc3nn(-c4ccc(OC)c(Cl)c4)nc3c2)cc1	107.0	0.4
O=C(CC1(O)C(=O)Nc2ccccc21)c1cccc(-n2cnnn2)c1 (configuration not stated)	99.0	-0.5
Cc1ccc(NC(=O)Cn2c(=O)n(Cc3ccc(F)cc3)c(=O)c3cccnc32)cc1C	105.0	0.3
CCC(=O)Nc1ccc[n+](-c2nc3ccccc3nc2C(=C=[N-])C#N)c1	105.0	0.4
COCC(C)Nc1ncnc2c1cnn2-c1ccc(C)c(C)c1 (configuration not stated)	104.0	-0.4
CCC12CN3CC(C)(CN(C1)C3c1c(C)n(C)c3ccccc13)C2=O (configuration not stated)	113.0	1.6
Cn1c(=NC(=O)COCC(=O)N=c2sc3cccc(F)c3n2C)sc2cccc(F)c21	101.0	-0.1
CCc1ccc(S(=O)(=O)c2nnn3c2nc(NC(C)C)c2sccc23)cc1	109.0	0.4
Cc1cc(C(=O)COC(=O)C2CC2)c(C)n1-c1ccc(F)cc1	103.0	-0.1
CC(C)CC(=O)Nc1nnc(S(=O)(=O)N(CC(C)C)c2ccccc2)s1	103.0	-1.2
COc1cccc(-c2nn(-c3cc(C(F)(F)F)ccn3)c(=O)o2)c1	100.0	-0.2
C=CCn1c(NC(C)=O)c(C#N)c2nc3ccccc3nc21	108.0	1.5
CCC(=O)Nc1ccc2c(C)cc(C)nc2n1	105.0	0.3
O=c1[nH]cnc2sccc12	115.0	1.2
OC(c1cccnc1)c1cccs1 (configuration not stated)	104.0	0.1
NC(=O)c1ccc[n+](CC(=O)N2CCOCC2)c1	101.0	0.2
CCN(CC)CC(=O)Oc1ccc(NC2=NS(=O)(=O)c3ccccc32)cc1	102.0	-0.1
Cc1nc(SC(C)C(=O)Nc2c(C)n(C)n(-c3ccccc3)c2=O)nc(C)c1C (configuration not stated)	106.0	0.5
O=C(N/N=C1\CCc2ccccc21)c1cccs1	99.0	-0.2
COc1cc2sc(=NC(=O)c3cccc(OC)c3OC)n(C)c2cc1OC	98.0	-1.6
Cc1nnc(N2CCCC(C(=O)NCCN3CCOCC3)C2)c2nn(-c3ccc(Cl)cc3)c(C)c12 (configuration not stated)	100.0	-0.4
CCOC(=O)c1cc2c(=O)n3ccccc3nc2n(CCOC)c1=NC(=O)c1c(-c2ccccc2Cl)noc1C	105.0	0.2
Cc1cccn2c(=O)c(C=NCc3ccccc3)c(NCc3ccco3)nc12	106.0	0.9
CCOc1ccc(CC#N)cc1OCC	101.0	0.1
COc1ccc(CNc2ncnc3onc(-c4ccc(F)cc4)c23)cc1	106.0	0.1
CCCN1CCC2(CC1)C(C#N)=C(S)NC(=O)C2C#N (configuration not stated)	102.0	0
CCCCOc1ccc(C2C(=O)N(C3CCCCC3)CC(=O)N2C2CCCCC2)cc1 (configuration not stated)	109.0	0.2
COC(CNC(=O)/C=C1\Sc2ccccc2N(Cc2ccccc2F)C1=O)OC	101.0	-0.6
COc1ccccc1NCC(=O)c1ccc(Cl)cc1	103.0	0.8
CCOc1cc(C(=O)CCC(=O)N(C)Cc2cccnc2)ccc1O	107.0	0.6
CCOc1ccc(CNC(=O)c2ccc3c(c2)N(CC)CCS3)cc1	111.0	0.3
CC(Nc1ccc(Br)cc1)C(=O)NC1CCCC1 (configuration not stated)	105.0	0.5
O=C(Nc1ccc(-c2nnc3n2CCCCC3)cc1)c1ccco1	103.0	0.8
COc1ccc(NC(=O)c2ccc3oc(=O)c(S(=O)(=O)c4ccc(C)cc4)cc3c2)cc1OC	105.0	-0.6
CC(Cc1cccs1)N(Cc1ccc(Cl)cc1)C(=O)c1ccncc1 (configuration not stated)	100.0	-0.8
O=C(Nc1ccc(SC(F)F)cc1)C1=COCCO1	104.0	0.2
CC(=C1C(=O)c2ccccc2C1=O)N1CCN(c2cccc(Cl)c2)CC1	101.0	0.1
CC1CN(C(=O)CSc2nc3c(cnn3-c3ccccc3)c(=O)[nH]2)CC(C)O1 (configuration not stated)	102.0	-0.1
CC(=O)Nc1cccc(NC(=O)CSc2nccn2C2CCCC2)c1	110.0	0.8
Cc1ccc(Oc2nc3c(c(=O)n(Cc4ccccc4)c(=O)n3C)n2C)cc1C	108.0	0.4
O=C(/C=C/c1c(Cl)nc2sccn12)NCC1CCCO1 (configuration not stated)	99.0	-0.4
The listing continues.
SMILES	Polio RdRp inh	Polio RdRp inh FP z-score
c1ccc(-c2nnc(-c3ccccc3)c3nonc23)cc1	100.0	-0.1
COc1ccc(/C=C2\CC/C(=C\c3ccc(C)cc3)C2=O)cc1	100.0	-0.3
COc1cc(/C=N/n2cnc3c(sc(=S)n3C)c2=O)ccc1O	107.0	0.4
O=C(Nc1cc(F)ccc1F)c1cnn2c(C(F)F)cc(-c3ccccc3)nc12	109.0	1.1
CCSc1nsc(NC(=O)Nc2cccc(OC)c2)n1	102.0	0.1
COc1ccc(C2NCCO2)cc1OC (configuration not stated)	101.0	-0.3
COC(=O)c1scc(-c2ccc(C)cc2)c1S(=O)(=O)Nc1cc(Cl)ccc1C	102.0	-1.1
CCOc1ccccc1CNc1nc2nc(C)cc(C)n2n1	96.0	-1.3
O=C(Nc1ccc(Br)cc1)C1CCCN(S(=O)(=O)c2ccc(Br)s2)C1 (configuration not stated)	108.0	-0.3
COc1ccc(-c2nn(-c3ccccc3)cc2/C=C\C(=O)N(C)C)cc1	106.0	2.2
COC(=O)CSc1nn(-c2ccc(F)cc2)c(=S)s1	101.0	0
C=CCSc1nnc(N)s1	99.0	-0.2
CCOC(=O)c1cc(-c2ccccc2)n(-c2ccc(C(=O)NCc3ccco3)cc2)c1C	100.0	0
COc1ccc(NC(=O)CCS(=O)(=O)c2nc(-c3ccc4c(c3)OCO4)cc(C(F)(F)F)n2)cc1	104.0	-0.1
CCOCCCNC(=O)C(c1ccccc1)N(Cc1cccs1)C(=O)c1ccc(NC(C)=O)cc1 (configuration not stated)	102.0	-0.2

A portion from further up, as a working copy:
SMILES	Polio RdRp inh	Polio RdRp inh FP z-score
c1ccc(-c2nnc(-c3ccccc3)c3nonc23)cc1	100.0	-0.1
COc1ccc(/C=C2\CC/C(=C\c3ccc(C)cc3)C2=O)cc1	100.0	-0.3
COc1cc(/C=N/n2cnc3c(sc(=S)n3C)c2=O)ccc1O	107.0	0.4
O=C(Nc1cc(F)ccc1F)c1cnn2c(C(F)F)cc(-c3ccccc3)nc12	109.0	1.1
CCSc1nsc(NC(=O)Nc2cccc(OC)c2)n1	102.0	0.1
COc1ccc(C2NCCO2)cc1OC (configuration not stated)	101.0	-0.3
COC(=O)c1scc(-c2ccc(C)cc2)c1S(=O)(=O)Nc1cc(Cl)ccc1C	102.0	-1.1

The results go on:
SMILES	Polio RdRp inh	Polio RdRp inh FP z-score
c1ccc(CCn2c(COc3ccccc3)nc3ccccc32)cc1	103.0	0
CC(=O)c1ccc(NS(=O)(=O)c2ccc3[nH]c4c(c3c2)CCCCCC4)cc1	112.0	1.2
COc1ccc(CCNC(=O)NC2CC(=O)N(c3ccc4c(c3)OCCO4)C2)cc1OC (configuration not stated)	101.0	-0.3
O=C(CSc1nnc(-c2ccc(S(=O)(=O)N3CCCC3)cc2)n1CC1CCCO1)NC1CC1 (configuration not stated)	101.0	0
CN(Cc1ccccc1)C(=O)c1ccccc1NC(=O)C1CC1	99.0	-1.1
CC1(C)CC(=O)C2=C(C1)NC(=O)NC2c1c(O)ccc2ccccc12 (configuration not stated)	107.0	0.5
COc1ccccc1C1CCN(C(=O)c2cccs2)CC1	107.0	0.6
C=C(C)Cn1c(=O)c2c(nc3n2CCN3c2ccc(CC)cc2)n(C)c1=O	116.0	2.1
CN1C(=O)NC(c2ccc(Cl)cc2)C2=C1CC(C)(C)CC2=O (configuration not stated)	102.0	0.1
Cc1cccc(N2CCn3c2nc2c3c(=O)n(CCCc3ccccc3)c(=O)n2C)c1	104.0	-0.5
CC(C)(C)C(=O)COC(=O)c1ccc(S(=O)(=O)N2CCOCC2)cc1	103.0	-0.2
NC(=O)NCCc1ccccc1	108.0	0.8
NS(=O)(=O)c1ccccc1C(=O)N1CCN(C(=O)c2ccccc2S(N)(=O)=O)CC1	109.0	0.6
O=C(CSc1nnnn1-c1ccccc1)N(C1CCCCC1)C1CCCCC1	102.0	0.8
O=C(CCc1ccsc1)Nc1nc2ccccc2[nH]1	99.0	-0.4
NS(=O)(=O)c1ccc(CCNC(=O)c2ccncc2)cc1	105.0	0.1
CC(C)(C)c1ccc(C(=O)NCCC(=O)Nc2nn3cnnc3s2)cc1	107.0	0.5
Cn1nc(CC(=O)Nc2nncs2)c2ccccc2c1=O	105.0	0.8
Cc1cc(C(=O)NC2CCC(O)CC2)c(C)o1 (configuration not stated)	102.0	-0.1
O=S(=O)(CCN1CCC(n2cccc2)CC1)c1ccc(F)cc1	108.0	0.9
